# Screens: PubChem BioAssay, National Center for Advancing Translational Sciences (NCATS)
# AmpC detergent: qHTS Inhibitors of AmpC Beta-Lactamase (assay with detergent) | Potency, µM (series often up to 114 µM), for the others: top-dose activity change, negative = inhibition, actives largely listed as inhibitors | AID 485294, 2010 | P00811 | AmpC hydrolysis of nitrocefin, absorbance 480 nm, 0.01% Triton | actives 0.041% (n = 370,000);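 further: potency means the concentration at half of the fitted maximal effect; 0% = no-compound wells and -100% = no-enzyme wells; nearly all actives have a fitted effect of over 25% in size; some results filed as inactive show a strong effect at the top dose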
# Target sequence (P00811 whole entry, looked up): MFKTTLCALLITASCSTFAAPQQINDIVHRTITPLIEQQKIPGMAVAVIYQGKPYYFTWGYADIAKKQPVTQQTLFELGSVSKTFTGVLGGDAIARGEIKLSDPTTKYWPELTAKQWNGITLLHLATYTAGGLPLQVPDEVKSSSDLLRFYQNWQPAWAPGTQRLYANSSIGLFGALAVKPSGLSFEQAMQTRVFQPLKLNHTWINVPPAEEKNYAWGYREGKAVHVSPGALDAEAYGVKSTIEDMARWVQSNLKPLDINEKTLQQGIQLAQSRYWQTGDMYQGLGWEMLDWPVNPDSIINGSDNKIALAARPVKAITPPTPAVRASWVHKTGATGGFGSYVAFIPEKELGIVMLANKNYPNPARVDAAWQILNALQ
#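 AmpC (5.3 nM in the dispensed reagent) in 20 mM phosphate pH 7.0 with 0.01% (detergent screen) or 0.0001% Triton X-100 was preincubated with compounds for 15 min at room temperature. Nitrocefin was then added from an 800 uM solution, and hydrolysis was followed at 480 nm.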
# FBPA Giardia inh: qHTS Assay for Inhibitors of Fructose-1,6-bisphosphate Aldolase from Giardia Lamblia. A8B2U2. purified Giardia FBPA. Potency, µM (top dose mostly 59.6 µM), for the others: at the highest dose activity, negative = inhibition, usual class: inhibitors. actives 0.71% (n = 290,000). AID 2451, 2010; further: potency means the concentration at half of the fitted maximal effect; on the % scale 0 is the no-effect control and ±100 the full control effect; nearly all actives have a fitted effect of over 55% in size
# Target sequence (A8B2U2 whole entry, looked up): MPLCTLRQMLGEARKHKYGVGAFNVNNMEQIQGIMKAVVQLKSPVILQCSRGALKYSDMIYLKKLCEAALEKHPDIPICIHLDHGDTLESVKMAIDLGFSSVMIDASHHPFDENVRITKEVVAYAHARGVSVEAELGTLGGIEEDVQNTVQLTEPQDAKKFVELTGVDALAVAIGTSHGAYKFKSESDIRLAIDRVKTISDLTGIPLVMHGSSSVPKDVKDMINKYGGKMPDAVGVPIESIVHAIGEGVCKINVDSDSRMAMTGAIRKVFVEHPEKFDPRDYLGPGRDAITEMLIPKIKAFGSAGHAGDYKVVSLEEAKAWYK
#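 Giardia FBPA (40 nM reagent) was preincubated 10 min at RT with compound (up to 57.5 uM final), then substrate plus GAPDH/TPI/NAD/arsenate coupling system with diaphorase/resazurin was added; resorufin fluorescence (525/598 nm) was read after 20 min.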
# CHX counter: Cycloheximide Counterscreen for Small Molecule Inhibitors of Shiga Toxin; cell reporter, cycloheximide protein synthesis inhibition counterscreen; actives 12% (n = 300,000); max response, %; in the data active means max response mostly above about 13%, no sharp cut-off; inactive means mostly below about 14%; further: read at 38.3 µM for the half of the compounds with a filed dose; 0% is about no effect
# Shiga toxin inh: A qHTS for Small Molecule Inhibitors of Shiga Toxin; Vero cells, Shiga toxin protein synthesis inhibition reporter; actives 9.2% (n = 290,000); inhibition, % at 38.7 µM; AID 2315, 2010; in the data active means inhibition mostly above about 28%, no sharp cut-off; inactive means mostly below about 43%; further: 0% is about no effect
# AMA1-RON2 inh: qHTS for Inhibitors of AMA1-RON; Towards Development of Antimalarial Drug Lead: Primary Screen | Potency, µM (highest dose often 58.2 µM), for inactives: top-dose activity change, negative = inhibition, hits mostly inhibitors | Plasmodium falciparum AMA1 (3D7) - RON2 peptide interaction | actives 0.2% (n = 360,000) | AlphaScreen AMA1-biotinylated RON2 peptide binding;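 further: potency means the concentration at half of the fitted maximal effect; 0% = vehicle wells and -100% = peptide control; nearly all actives have a fitted effect of over 45% in size; some results filed as inactive show a strong effect at the top dose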
#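 AMA1 (3D7) with his tag at 25 nM final met compounds first, then biotinylated RON2 peptide at 25 nM; detection used donor plus acceptor beads, 10 µg/mL apiece, read by AlphaScreen after 30 min at room temperature.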
# HCMV inh: qHTS Assay for inhibitors of the human cytomegalovirus (HCMV). HFF cells, HCMV-luciferase reporter, 72 h; active compounds read low. activity change, negative = inhibition, % at 57.5 µM. actives 4.5% (n = 410,000). AID 1259415, 2018; in the data active means activity change below about -60%; inconclusive means no clear call, values can overlap the other calls; inactive means above about -39%; further: on the % scale 0 is the no-effect control and ±100 the full control effect
#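 Two-dose cell screen: HFF monolayers treated with compounds and infected with luciferase-expressing HCMV at 1 PFU/cell, 72 h at 37C, then lysed for luciferase measurement.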
# AmpC inh no detg: qHTS Inhibitors of AmpC Beta-Lactamase (assay without detergent). P00811. AmpC nitrocefin hydrolysis, absorbance 480 nm, 0.0001% Triton. Potency, µM (top dose mostly 57.1 µM), for inactives: at the top dose activity change, negative = inhibition, hits mostly inhibitors. actives 0.52% (n = 330,000);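 further: potency means the concentration at half of the fitted maximal effect; plate controls were no compound for no effect and no enzyme for full effect; nearly all actives have a fitted effect of over 20% in size; some results filed as inactive show a strong effect at the top dose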
#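 AmpC (5.3 nM in the dispensed reagent) in 20 mM phosphate pH 7.0 with 0.01% (detergent screen) or 0.0001% Triton X-100 was preincubated with compounds for 15 min at room temperature. Nitrocefin was then added from an 800 uM solution, and hydrolysis was followed at 480 nm.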
# Starred values were filed as active, the others as inactive; ? = inconclusive; . = not tested or not shown; & = joins results of further samples; [ ] = remark or other dose. Unless noted, the call rests on the fitted dose curve; in most records, active means well fitted curve in the direction sought with a large enough effect; inconclusive means small, poorly fitted or top-dose-only effect, or another doubt; inactive means no such curve, though single readings can be large; an effect the other way counts as inactive or inconclusive.
SMILES,AmpC detergent,FBPA Giardia inh,CHX counter,Shiga toxin inh,AMA1-RON2 inh,HCMV inh,AmpC inh no detg
COc1cc(OC)c2c(-c3ccccc3)cc(=O)oc2c1C(CCN1CCCC1)c1ccc2c(c1)OCO2 (stereo not given),-6%,3%&-4%,-7&-7,-8&-4,0%,-33,185%[activator]
Cn1c(SCC(=O)N/N=C/c2cccnc2)nnc1-c1ccccc1,-6%,7%,0,-7,-5%,27,-7%
COc1cccc(CNC(=O)CSc2nnc3c(n2)[nH]c2ccc(F)cc23)c1,3%,?,-1,-5,-6%,-12,-6%
COC(=O)c1ccc(CN(Cc2ccc(C(=O)OC)o2)C(C)(C)C)o1,1%,?,1,34,-9%,7,36%
Cn1c(C(=O)N2CCN(c3cccc(C(F)(F)F)c3)CC2)cc2sccc21,?,-3%,0,-17,?,-19,76%[activator]
CN(c1ccccc1)S(=O)(=O)c1cccc(C(=O)Nc2ccc(N3CCOCC3)cc2)c1,3%,.,.,.,?,-34,63%[activator]
O=C(c1cccs1)c1no[n+]([O-])c1C(=O)c1cccs1,0%,4µM*,9,24,-4%,.,-15%
Cc1cccc(C2Nc3ccccc3C(=O)N2c2ccccc2)n1 (stereo not given),9%,16%,5,5,5%,-12,-15%
CNC(=O)CS(=O)CC(=O)Nc1cc(OCCOC)c(Cl)cc1Cl (stereo not given),-3%,-1%,1,-2,-8%,-26,-3%
O=C(O)c1cc(=O)[nH]c2ccc(S(=O)(=O)Nc3ccc(F)cc3)cc12,4%,-5%,-4,6,-5%,45,0%
CCc1nc2ccc(C(=O)NCc3ccccc3)cc2nc1CC,?,-23%,0,3,-1%,-35,-4%
COC(=O)c1ccc(OC)c(NS(=O)(=O)c2ccc(-n3cnnn3)cc2)c1,-4%,-1%,-1,-6,-6%,-8,1%
O=C1Nc2ccccc2C1=Nc1ccc(Cl)cc1,-6%,6%,-2,-9,-2%,21,-18%
COc1ccc(CNC(=O)[C@@H](C)NC(=O)[C@@H]2Cc3ccccc3CN2)cc1,-7%,?,-3,-5,10%,5,-13%
COc1ccc(C2(C)NC(=O)N(Cc3cc(Cl)cc4c3OCOC4)C2=O)cc1OC (stereo not given),-9%,4%,-2,-16,-4%,-34,23%

# Just AMA1-RON2 inh, Shiga toxin inh and HCMV inh, for 2 of the compounds above:
SMILES | AMA1-RON2 inh | Shiga toxin inh | HCMV inh
CN(c1ccccc1)S(=O)(=O)c1cccc(C(=O)Nc2ccc(N3CCOCC3)cc2)c1 | ? | . | -34
Cn1c(SCC(=O)N/N=C/c2cccnc2)nnc1-c1ccccc1 | -5% | -7 | 27

# Further entries follow:
SMILES,AmpC detergent,FBPA Giardia inh,CHX counter,Shiga toxin inh,AMA1-RON2 inh,HCMV inh,AmpC inh no detg
COc1cc(NC(=O)C/C(C)=N/NC(=O)Cc2ccccc2)c(OC)cc1Cl,-10%,4%,10,-3,53%[activator],23,43%
O=C(CNC(=O)c1cccc(F)c1)N/N=C/c1cccnc1,-6%,.,7,2,0%,-27,-1%
Cc1cccc(OP(=O)(Nc2ccc(F)cc2)Oc2cccc(C)c2)c1,?,-10%,9,29,-14%,-9,-9%[2.29 µM]
CSCCC(C(=O)O)N1C(=O)c2ccc(C(=O)O)cc2C1=O (stereo not given),?,14%,-4,-20,-11%,-9,-8%
CCOC(=O)c1sc2ncn(/N=C/c3ccccn3)c(=O)c2c1C,-6%,2%,-2,8,.,.,-13%
CC[C@H](C)[C@H](NC(=O)[C@H](CO)NC(=O)[C@H](CC(C)C)NC(=O)[C@@H]1CCCN1C(=O)[C@@H]1CCCN1C(=O)[C@H](CC(=O)O)NC(=O)[C@@H](N)CC(=O)O)C(=O)N[C@@H](CC(=O)O)C(=O)N[C@@H](CC(C)C)C(=O)N[C@H](C(=O)N[C@@H](Cc1ccccc1)C(=O)N[C@@H](Cc1cnc[nH]1)C(=O)N[C@@H](CC(C)C)C(=O)N[C@@H](CC(C)C)C(=O)N[C@@H](CCCNC(=N)N)C(=O)N[C@H](C(=O)N[C@@H](CC(C)C)C(=O)N[C@@H](CC(C)C)C(=O)N[C@@H](CCC(=O)O)C(=O)N[C@@H](CC(C)C)C(=O)N[C@@H](C)C(=O)N[C@@H](CCCNC(=N)N)C(=O)N[C@H](C(=O)N[C@@H](CCC(N)=O)C(=O)N[C@@H](CO)C(=O)N[C@@H](CCC(N)=O)C(=O)N[C@@H](CCCNC(=N)N)C(=O)N[C@@H](CCC(=O)O)C(=O)N[C@@H](CCCNC(=N)N)C(=O)N[C@@H](C)C(=O)N[C@@H](CCC(=O)O)C(=O)N[C@@H](CCC(N)=O)C(=O)N[C@@H](CC(N)=O)C(=O)N[C@@H](CCCNC(=N)N)C(=O)N[C@H](C(=O)N[C@H](C(=O)N[C@@H](Cc1ccccc1)C(=O)N[C@@H](CC(=O)O)C(=O)N[C@@H](CO)C(=O)N[C@H](C(N)=O)C(C)C)[C@@H](C)CC)[C@@H](C)CC)[C@@H](C)O)[C@@H](C)O)[C@@H](C)O,.,-1%,13,-7,.,.,.
COc1cccc(NC(=O)Cc2cccs2)c1,-2%,7%,15,17,4%,-23,-14%
O=C(Nc1cccc(NC(=O)C2CC3CCCC(C2)C3=O)n1)C1CC2CCCC(C1)C2=O (stereo not given),0%,-3%,2,-12,0%,?,30%
c1ccc(CSCc2cn3ccccc3n2)cc1,?,0%,47*,112*,0%,-10,-9%[11.4 µM]
O=S(=O)(Nc1ccc(C(F)(F)F)cn1)c1ccccc1,?,4%,2,30,-1%,26,-12%
Cc1ccc(S(=O)(=O)N2CCOCC2)cc1NC(=O)COC(=O)CNC(=O)c1ccc(Oc2ccccc2)cc1,-4%,4%,7,-5,-12%,23,108%[activator]
CN(C)C1=NCCN1CC1CCCCC1,-10%,.,.,.,-2%,3,-15%
C/C(=N\OCC(=O)OCC(=O)Nc1cc(S(C)(=O)=O)ccc1Cl)c1ccc2c(c1)OCO2,?,.,.,.,0%,-20,-4%
COC(=O)C1=COC(C)C2CN3CCc4c([nH]c5ccccc45)C3CC12 (stereo not given),3%,-18%,-2,3,8%,.,11%
NCCNC(=O)Cn1c(=O)c2c3c(sc2n(Cc2ccccc2)c1=O)CCCC3,-6%,17%,-2,-8,4%,-14,146%[activator]
O=C(CNC(=O)c1ccc(Cl)cc1)NC(CO)c1ccccc1 (stereo not given),4%,0%,-2,-6,2%,-3,-7%
CCCCCN1C=CC=C/C1=C\C=C(C#N)C#N,17%,-21%,-1,-9,-26%,-6,13%
CC(C)CNC(=O)CCCc1ccccc1,-2%,7%,43*,35*,-1%,114,3%
CNC(=O)c1cccc(NC(=O)c2ccccc2OCc2ccccc2)c1,-9%,16%,-3,16,0%,29,-10%
COc1ccc(OC)c(C(C(=O)NCc2ccco2)N(C(=O)Cn2nnc3ccccc32)C(C)C)c1 (stereo not given),18%,12%,8,7,-3%,-37,3%
C(=N\n1cnnc1)/c1cccs1,0%,3%,-5,-10,-2%,-1,-11%
S=C(NCCN1CCOCC1)Nc1ccccc1Cl,?,?,8,-8,-2%,-22,-8%
CCCN(CC1CC1)c1nc(N)c(C#N)c(CC#N)c1C#N,-7%,-18%,-1,23,-4%,-30,-22%
CCOc1ccc(N(CC(=O)NCc2ccc3c(c2)OCO3)C(=O)c2csnn2)cc1,?,-8%,4,37*,-11%,43,-14%
O=C(Nc1nc2ccccc2s1)C1CC(=O)N(c2ccccc2)C1 (stereo not given),-13%,2%,-3,-21,-4%,56,-20%
COc1ccc(NC(=O)C2CCCN(C(=O)c3ccc(Cl)cc3)C2)cc1Cl (stereo not given),2%,.,.,.,6%,-73*,-12%
COc1ccc(OC)c(-c2csc(N(C)C(=O)c3ccco3)n2)c1,?,-6%,1,.,12%,-31,-18%
COc1ccc(S(=O)(=O)N2CCN(C(=O)CN3C(=O)NC(C)(c4ccc5ccccc5c4)C3=O)CC2)cc1 (stereo not given),-12%,.,.,.,-16%,-17,74%[activator]
COc1ccc2[nH]c(=O)c(CNc3cccc(C)c3)cc2c1,-3%,?,29*,37,-11%,29,-24%
O=C(O)CSc1nc2ccccc2nc1Cc1ccccc1F,-7%,18%,5,15,-3%,44,-31%
Clc1ccccc1-c1nc2nc3ccccc3nc2n1-c1ccc2c(c1)OCO2,-4%,-2%,-2,-14,-6%,7,31%
Cc1cccc(C)c1NC(=O)CN(C)C(=O)c1cc([N+](=O)[O-])ccc1N1CCOCC1,2%,.,-2,11,0%,14,6%
COc1ccc(CN(C)C(=O)COC(=O)c2cc([N+](=O)[O-])ccc2N2CCCC2)c(OC)c1OC,.,.,.,.,3%,4,107%[activator]
Nc1nnc(CCCCCc2nnc(N)s2)s1,-15%,3%,9,2,-2%,-29,-16%
O=C1CC(C(=O)N2CCc3ccccc32)CN1c1ccc(F)cc1 (stereo not given),-4%,1%,-3,48,5%,2,-8%
COC(=O)c1ccc(C2C(C(=O)c3cc4ccccc4o3)=C(O)C(=O)N2c2cc(C)on2)cc1 (stereo not given),-2%,.,10,-1,-12%,-8,-17%
Cn1cccc1CC(=O)N/N=C/C=C/c1ccccc1,0%,0%,25*,82*,49%[activator],-3,-22%
CC(C)C(=O)Nc1ccc(O)c(-c2csc(N)n2)c1,-1%,-1%,-5,-10,13%,-9,-6%
COc1ccc(NC(=O)c2noc3c2CCC3)cc1,-11%,-10%,35*,65*,-9%,53,-20%
C/C(=N/OC(=O)c1ccc(Br)cc1)c1ccc(C)cc1,10%,2%,5,7,14%,?,-25%
CC1Oc2ccccc2N(CC(=O)NCCc2ccccc2)C1=O (stereo not given),40µM*,6%,2,15,4%,-11,-2%
Cc1cc(C(=O)COc2ncnc3sccc23)c(C)n1C1CC1,2%,-7%,49*,92*,-3%,35,11%
CN1CCC(OC(=O)c2cc3cc(Br)ccc3oc2=O)CC1,-14%,13%,-2,1,11%,32,-21%
O=C(Cn1cnc2c(nnn2Cc2ccc(Cl)cc2)c1=O)NCc1ccco1,-6%,0%,10,-29,3%,-36,-21%
CC(=O)Nc1nn(C)c2nc(C)cc(C)c12,-1%,5%,3,-8,14%,-30,-5%
CC(=O)Nc1ccc(NC(=O)Nc2cccc(Cl)c2)cc1,?,-5%,27*,50*,-11%,25,3%
CC(=O)CC(=O)Nc1ccc2ccccc2c1,4%,-1%,24,33,-1%,0,9%
Nc1c(C(=O)NCCN2CCOCC2)c2nc3ccccc3nc2n1-c1ccc2c(c1)OCO2,6%,3%,-1,30,6%,?,284%[activator]
CCCCNC(=O)CCCCC(=O)N/N=C/c1cccc(Cl)c1,-4%,-6%,-1,18,-7%[2.32 µM],19,2%
Cc1ccc(NC(=O)c2c([N+](=O)[O-])c(C(C)(C)C)nn2C)cc1,-6%,0%,-1,11,-18%,?,-25%
